# HIF-2a inh: HIF-2a reporter inhibitors, primary screen, luminescence, 786-0 RCC cells | AID 624352, 2012 | 360,000 tested, 0.72% active | 786-0 RCC cells HIF-2a reporter, luciferase luminescence, overnight | inhibition, % at 18.8 µM;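 active means inhibition of the luminescence signal of 40% or more relative to plate controls, in a single-dose primary screen at 18.75 µM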
# hiPSC survival: enhancers of single-cell hiPSC survival, primary screen, ATPlite luminescence | 100% = ROCK inhibitor wells, 0% = DMSO | AID 602274, 2012 | survival enhancement, % at 20 µM | 360,000 tested, 0.044% active; in the data active means survival enhancement above about 18%;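 further: cells exposed to compounds for 16 hours before the ATP read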
# Vif imaging: HIV Vif self-association inhibitors, primary screen, imaging, HEK293T, single point. HEK293T cells, Vif self-association by quenched fluorescence, 24 h. inhibition, % at 7.49 µM. 340,000 tested, 0.35% active. AID 602346, 2012; in the data active means inhibition above about 50%, passing the limit was not always enough; further: some results filed as inactive read as strong as hits
# NR2E3 ag-1: NR2E3 agonists in two-hybrid cells, primary screen, cell-based, luminescence, CHO-S, Gal4-NCOR/VP16-NR2E3; Photoreceptor-specific nuclear receptor (Homo sapiens), Q9Y5X4; luciferase; inhibition of corepressor binding, % at 3.98 µM; 360,000 tested, 0.35% active; AID 602229, 2012;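 active means inhibition above the mean of all tested compounds plus 3 SD, cut at about 70% in these data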;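 further: 0% = DMSO with NR2E3 transfected cells and 100% = cells lacking NR2E3 construct; higher means lower luciferase signal from less NR2E3 corepressor binding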
# Target sequence (Q9Y5X4 whole entry, looked up, the tested form may be a part): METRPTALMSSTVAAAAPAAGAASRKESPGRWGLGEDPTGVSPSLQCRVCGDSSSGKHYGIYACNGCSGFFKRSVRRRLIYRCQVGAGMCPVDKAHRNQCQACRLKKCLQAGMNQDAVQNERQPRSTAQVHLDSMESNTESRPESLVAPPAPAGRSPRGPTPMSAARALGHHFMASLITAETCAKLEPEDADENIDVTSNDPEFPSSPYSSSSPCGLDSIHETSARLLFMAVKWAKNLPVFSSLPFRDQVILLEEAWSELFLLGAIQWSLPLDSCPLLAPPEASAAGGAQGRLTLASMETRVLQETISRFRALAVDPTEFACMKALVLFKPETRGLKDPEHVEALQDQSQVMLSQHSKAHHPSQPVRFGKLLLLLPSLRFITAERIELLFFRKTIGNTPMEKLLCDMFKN
# Peg3 prom inh: Peg3 promoter-driven luciferase inhibitors, primary screen, cell-based, HeLa, luciferase luminescence. HeLa PEG-Prom luciferase reporter, overnight. inhibition, % at 20 µM. 360,000 tested, 1.7% active;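 active means inhibition of at least 50% at 20 µM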
# Granule exo inh: LAMP-1 surface exposure blockers, TALL-104 cells – cell-based, flow cytometry, MLPCN library, primary screen. inhibition, % at 10 µM. TALL-104 LAMP-1 surface exposure; cells stimulated with thapsigargin and PMA. AID 651702, 2012. 360,000 tested, 0.66% active;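 active means inhibition above about 55%, limit read from the data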
# aDG glyco up: activators of alpha-DG glycosylation, primary screen, uHTS, Pro5-aDG cells, AlphaScreen | alpha-DG glycosylation AlphaScreen (IIH6); 0% Pro5, 100% B10-LARGE cell signal | activation, % at 10 µM | AID 624168, 2012 | 360,000 tested, 0.22% active;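 active means activation of at least 8% versus controls, or a plate z-score of at least 8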;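 further: Pro5 are CHO cells carrying HIG-tagged alpha-DG that lacks glycosylation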
# TRPM1 prom inh: inhibitors of MITF-dependent TRPM1 promoter reporter, primary screen, cell-based, SK-MEL-5, single point, luciferase | 330,000 tested, 0.83% active | inhibition, % at 12.5 µM | SK-MEL-5 TRPM1 promoter luciferase, 24 h;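 active means mean inhibition across replicates of 60% or more, whatever share of single replicates reaches that level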; further: values of inactives mirror those of a sister screen read the other way
# PDI inh: inhibitors of human PDI, primary screen, biochemical, turbidity, single point, plate reader | Protein disulfide-isomerase (Homo sapiens), P07237 | PDI insulin aggregation turbidity, A650, 90 min | inhibition, % at 10 µM | 350,000 tested, 0.052% active | AID 588391, 2011;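 active means mean inhibition across replicates of 30% or more, whatever share of single replicates reach that level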;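 further: absorbance from insulin aggregation driven by PDI reduction with DTT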
# Target sequence (P07237 whole entry, looked up): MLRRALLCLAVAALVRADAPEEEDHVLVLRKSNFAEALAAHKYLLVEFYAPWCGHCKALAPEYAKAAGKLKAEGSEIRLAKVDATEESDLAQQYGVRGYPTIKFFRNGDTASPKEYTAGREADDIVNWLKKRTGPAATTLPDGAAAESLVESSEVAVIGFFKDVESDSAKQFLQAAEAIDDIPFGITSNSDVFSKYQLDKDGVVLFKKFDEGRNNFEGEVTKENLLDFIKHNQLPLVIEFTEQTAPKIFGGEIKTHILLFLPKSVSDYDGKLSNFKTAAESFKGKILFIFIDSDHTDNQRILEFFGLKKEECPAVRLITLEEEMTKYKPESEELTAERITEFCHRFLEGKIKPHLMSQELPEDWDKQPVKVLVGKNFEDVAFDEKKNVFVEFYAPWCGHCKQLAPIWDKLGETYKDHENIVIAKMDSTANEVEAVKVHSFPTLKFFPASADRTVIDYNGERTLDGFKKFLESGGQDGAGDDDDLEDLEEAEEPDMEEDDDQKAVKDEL
# CaV13 FRET inh: Primary screen for inhibitors of IQ motif and Ca2+-dependent inactivation inhibitor domain binding in CACNA1D, Förster resonance energy transfer in living cells, …; HEK cells, CFP/YFP FRET ICDI-IQ, plate reader, 10 min; percent FRET-ratio fall versus neutral wells; AID 743397; 340,000 tested, 0.098% active; inhibition, % at 12.3 µM;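 active means mean replicate inhibition of at least 30% and at least 1% of replicates passing that level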;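 further: 0% = median of the neutral control wells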
# NR2E3 ag-2: inhibitors of NR2E3-RetCOR corepressor binding, primary screen, NR2E3 agonist project, biochemical, TR-FRET, GST-NR2E3, biotin-RetCOR; AID 2300, 2010; inhibition of corepressor binding, % at 4.78 µM; 320,000 tested, 0.12% active; 1536-well;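 active means percent inhibition above the cutoff of mean plus 3 SD of all tested compounds, set per screening campaign, cut at about 20% in these data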;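 further: 0% = DMSO wells and 100% = biotin wells as full block of FRET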
#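 Material: NR2E3–RetCOR corepressor complex / Amount: 1.35 nM GST-NR2E3 / Medium: Tris pH 7.5 / Compound: single nominal compound dose of 4.8 µM / Incubation: 5 h at 4 °C / Technique: TR-FRET, Eu(K)-anti-GST donor, streptavidin-D2 acceptor, ex 340, em 617/671 nm / Read-out basis: percent loss of FRET ratio relative to control wells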
# * = called active by the depositor; . = not tested or not shown.
# The opening two entries as a preview:
smiles,HIF-2a inh,hiPSC survival,Vif imaging,NR2E3 ag-1,Peg3 prom inh,Granule exo inh,aDG glyco up,TRPM1 prom inh,PDI inh,CaV13 FRET inh,NR2E3 ag-2
O=C(NNc1ncc(C(F)(F)F)cc1Cl)c1ccc(Cl)c(Cl)c1,16,-0.1,-1,-9,2,-8,-0.1,0,15,-5,0
COCCNC(=O)C1CCCN(S(=O)(=O)c2ccc3c(c2)CC(C)N3C(=O)C2CC2)C1 (configuration not stated),7,0.2,-1,17,9,-3,0.1,2,6,-7,7

# This part in full, repeating the preview:
smiles,HIF-2a inh,hiPSC survival,Vif imaging,NR2E3 ag-1,Peg3 prom inh,Granule exo inh,aDG glyco up,TRPM1 prom inh,PDI inh,CaV13 FRET inh,NR2E3 ag-2
O=C(NNc1ncc(C(F)(F)F)cc1Cl)c1ccc(Cl)c(Cl)c1,16,-0.1,-1,-9,2,-8,-0.1,0,15,-5,0
COCCNC(=O)C1CCCN(S(=O)(=O)c2ccc3c(c2)CC(C)N3C(=O)C2CC2)C1 (configuration not stated),7,0.2,-1,17,9,-3,0.1,2,6,-7,7
Cc1ccc(-c2nnn(CC(=O)N3CCCCC3)n2)o1,-47,-2.3,-2,-9,-26,0,-0.2,.,3,-2,-1
CCCCn1c(-c2ccccc2C)nc2cc3[nH]c(=O)c(C(C)C)nc3cc21,20,1.1,0,17,29,5,-0.2,-4,3,-10,0
CC(C)(C)NC(=O)NC(=O)COC(=O)CCC1CCCC1,15,0.0,11,-6,6,-2,0.0,5,-5,3,1
COc1cccc(-n2ccnc2SCC(=O)NCc2ccccc2)c1,18,1.6,-11,-17,7,-4,0.4,3,1,0,3
CCCOc1ccc(C2=CSC3=NCCN23)cc1Cl,-22,-0.8,3,8,3,40,-0.1,14,-1,-19,-2
Cc1oc2nc(SCC(=O)NCCCO)nc(N)c2c1C,20,1.7,5,-9,10,-1,0.0,-4,-4,-6,1
CN(C)/C=N/NC(=O)c1ccc(Cl)cc1,15,-0.9,12,-3,0,-4,0.9,6,8,1,0
O=S(=O)(Cc1cc(NCc2ccccc2)nc(-c2ccccn2)n1)c1ccccc1,20,-0.4,-1,-4,19,-2,4.5,-10,5,-6,0
CC1CCCCN1C(=O)c1cc2ccccc2cc1O (configuration not stated),13,-0.4,.,-15,17,0,0.0,5,-1,-8,2
Nc1ccc2c(c1)C(=O)N(CC1CCCO1)C2=O (configuration not stated),-40,3.0,-7,-4,-1,-2,-0.1,-8,5,-6,3
Cc1ccc2c(c1)CO[C@@]21O[C@H](CCO)C[C@H](O)[C@H]1O,0,-1.1,.,-3,3,1,0.1,.,4,-5,.
Cc1cccc(C(=O)NCC(=O)OCC(=O)NCCNC(=O)COC(=O)CNC(=O)c2cccc(C)c2)c1,-1,0.2,19,-18,-19,4,-0.2,-2,-5,.,3
Cc1c(NC(=O)CN(C)CC(=O)Nc2ccc(F)c(F)c2F)c(=O)n(-c2ccccc2)n1C,8,2.0,-4,4,1,-5,0.1,-4,7,-10,.
CC1CCCN(c2ccc(C(=O)NCc3ccco3)cc2[N+](=O)[O-])C1 (configuration not stated),-41,1.3,-1,-7,-21,1,-0.1,-7,-2,-5,-3
COc1cc(NC(=O)Cc2ccccc2)nc(OC)n1,-23,1.9,-4,-23,-17,-4,0.0,5,6,.,3
CCOC(=O)c1c(NC(=O)CN2CCCCC2)sc2c1CCC(C=O)=C2Cl,9,-2.3,-7,5,24,5,-0.5,-6,4,-5,-3
CCC1CCCCN1C(=S)Nc1ccc(S(=O)(=O)Nc2ncccn2)cc1 (configuration not stated),14,0.4,-6,13,1,-5,-0.2,-5,-5,-3,1
CCCN=C(C)c1c(-c2ccccc2)[nH]n(-c2nc3ccccc3s2)c1=O,-126,-1.6,0,-31,-45,2,0.1,-7,-9,-3,-2
CNC(=O)/C(C#N)=C/c1ccc(-c2ccc(OC)cc2[N+](=O)[O-])o1,-135,-0.2,40,-19,-111,3,0.1,-19,3,-4,0
COCCn1c(C)cc(C(=O)CSc2cc(C)c3ccc(OC)cc3n2)c1C,-82,0.9,2,-24,-19,-1,1.2,0,-3,-14,2
CCOC(=O)N1CCC(NC(=O)c2sc3nc4n(c(=O)c3c2C)CCCC4)CC1,7,1.9,-3,-10,1,-1,0.0,6,5,.,3
CCOc1ccccc1OCC(=O)Nc1ccc2[nH]c(=O)[nH]c2c1,10,-1.5,4,-16,16,-1,-0.1,.,-1,-4,3
CCOC(=O)c1ccc(NC(=O)C2CCN(S(=O)(=O)c3ccccc3)CC2)cc1,11,-2.7,-2,-20,30,-1,0.2,-9,.,-10,4
COc1cc(C2C(C(=O)c3ccco3)=C(O)C(=O)N2Cc2ccccc2)ccc1O (configuration not stated),8,0.0,5,-21,7,-10,0.6,12,7,-5,5
O=C1CC2CS(=O)(=O)CC2N1C1CCCCC1 (configuration not stated),1,3.0,0,-6,8,-5,0.2,.,.,-2,2
CC(=O)N1c2ccc(S(=O)(=O)NCCC(=O)Nc3ccc(Cl)cc3)cc2CC1C (configuration not stated),3,-0.9,17,-24,12,-3,-0.1,.,-2,-5,.
CCOC(=O)C1CCCN(C(=O)COc2ccc(S(=O)(=O)N3CCOCC3)cc2)C1 (configuration not stated),20,0.6,10,1,7,1,-0.3,8,3,-3,.
O=C(O)C1CC(=O)N(c2ccc(F)c(F)c2)C1 (configuration not stated),16,-2.1,1,22,-6,14,0.1,1,0,-1,3
c1ccc(COC2CCCN(Cc3nc(-c4cnccn4)no3)C2)cc1 (configuration not stated),5,0.8,6,22,4,6,2.0,-6,2,-3,2
COc1ccc(-c2csc3nc(C(C)C)oc(=O)c23)cc1OC,26,0.3,1,-11,6,0,-0.2,6,1,-4,-1
Cc1noc(C)c1CSc1nc2sc(C)c(C)c2c(=O)n1C1CCCC1,34,-3.5,5,-4,33,1,0.0,4,7,-4,-2
COc1cc(NC(=O)c2[nH]c(C)c(C(C)=O)c2C)cc(OC)c1OC,-2,1.3,8,4,-30,-7,0.1,6,3,-2,1
O=C(O)CSc1nnnn1C1CCCCC1,14,5.9,-4,-23,6,1,-0.1,5,1,-5,-1
O=C(NC(=S)Nc1cccc2c(O)cccc12)c1ccccc1[N+](=O)[O-],22,-0.1,-2,-46,6,5,-0.1,25,-3,-6,6
COc1ccc(C(C)(O)c2nc(-c3cnc4ccccc4c3)cs2)cc1 (configuration not stated),-67,6.9,-1,8,-72,-5,-0.1,.,3,-4,.
Clc1ccccc1CN1CCSCC1,7,1.2,4,-9,2,-7,0.2,-3,-1,-19,-3
Cc1nn(-c2ccccc2)c2nc(N)c(C(N)=O)cc12,-50,0.3,-9,-23,-46,5,-0.1,-17,20,-3,-2
Cn1c(=O)oc2cc(S(=O)(=O)Nc3ccc4c(c3)OCO4)ccc21,-122,0.8,3,7,-79,5,-0.3,4,-11,-5,2
Cn1cccc1C(=O)N/N=C/c1c(Cl)cccc1Cl,-263,-0.6,-2,-129,-281,-11,-0.1,-98,5,-4,-4
CCCc1cc2c(=O)c(-c3cscn3)c(C(=O)OCC)oc2cc1O,-24,-0.9,.,-18,-14,-3,0.1,-5,-1,-6,-9
Cc1cc(=O)n2[nH]c(SCc3ccccc3Cl)nc2n1,5,1.1,10,-21,-5,-2,0.0,1,-6,-21,-2
CC(=O)NC1=NN(C(C)=O)C(C)(c2ccc3ccccc3c2)S1 (configuration not stated),1,-0.6,-5,-14,11,-6,0.2,6,-2,-3,1
CN(C)S(=O)(=O)c1ccc(C(=O)Nc2ccccn2)cc1,-144,0.3,2,-40,-110,-5,1.8,-19,12,-9,-1
O=C(NCC1CCCO1)C(=O)NCC(c1ccco1)N1CCN(c2ccccc2F)CC1 (configuration not stated),13,-1.0,-5,-7,11,8,0.2,-9,5,-5,-1
O=C(NCCc1ccccc1)C(=O)NCC1OCCN1S(=O)(=O)c1ccc(Cl)cc1 (configuration not stated),9,0.5,9,17,13,-4,0.1,12,3,-3,2
O=C(Nc1nccs1)c1cncc(Br)c1,-192,-0.4,-7,-110,-166,-6,0.5,-31,0,-2,1
Cc1ccc(-c2ccc(CN3C(C(C)C)C(=O)N(Cc4cn(CCC5OCCCO5)nn4)CCS3(=O)=O)cc2)cc1 (configuration not stated),10,7.3,8,11,47,16,0.4,.,0,-11,.
CCCCN(CC)C(=O)Cn1cnc2sc(C)c(S(=O)(=O)N3CCC(C)CC3)c2c1=O,5,-0.5,2,-12,6,7,0.1,1,-2,-7,0
CCCCn1c(N)c(N(CC(C)C)C(=O)c2ccc(Br)o2)c(=O)[nH]c1=O,10,-0.7,1,-24,-11,-11,-0.3,-12,3,-7,-5
CCC(=O)NC1(C(F)(F)F)C(=O)Nc2c1c(=O)[nH]c(=O)n2CC(C)C (configuration not stated),21,-0.4,-6,-8,0,1,0.0,-1,-5,-13,2
Cc1ccc(C)c(NC(=O)CN(C)C(=O)c2ccc3ncsc3c2)c1,6,0.0,7,-20,-23,1,0.2,2,3,.,.
COc1ccc(CCN=C(N)NS(=O)(=O)c2ccc(OC)cc2)cc1,9,2.3,2,13,-6,14,0.0,-11,8,-19,0
CCOC(=O)N1CCN(C(=O)c2cc(C)c3c(C)nn(-c4ccccc4)c3n2)CC1,-5,2.3,-5,-19,5,5,-0.1,-2,-5,-7,3
Cc1ccc(-c2noc(CNS(=O)(=O)c3ccccc3)n2)cc1,-121,-0.1,6,-46,-94,4,0.0,-21,3,-5,1
O=C1CC(N2CCOCC2)C(=O)N1Cc1ccc(N2CCCC2=O)cc1 (configuration not stated),9,-0.3,26,-13,1,0,-0.2,10,0,-1,6
CCN(CC(=O)Nc1cc(Cl)ccc1-n1cncn1)Cc1nc2ccccc2c(=O)[nH]1,12,-0.2,2,-11,9,-3,-0.1,7,2,-6,-1
O=C1c2cccc3cccc(c23)C(=O)N1Cc1cccnc1,15,-0.8,-5,-2,16,9,0.3,-8,9,-4,3
CN(C)S(=O)(=O)c1ccc(/C(O)=C2/C(=O)C(=O)N(CCCN3CCOCC3)C2c2ccncc2)cc1 (configuration not stated),20,-0.3,1,31,-16,5,-0.1,2,2,-5,3

# Screening data (PubChem BioAssay)
